# High-throughput results: PubChem BioAssay, National Center for Advancing Translational Sciences (NCATS)
# TSHR antag: blocks TSH signaling through the human TSH receptor | 0.2% of 330,000 active | activity change, negative = inhibition, % at 11.5 µM | AID 504810 | P16473 | TSHR-expressing cells, TSH-stimulated cAMP HTRF, 2 h; active compounds read low;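 active = activity change below a set negative limit, meaning inhibition stronger than a set level, cut at about -70% in these data; inconclusive = activity change between two set negative limits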; note: % is set by controls: 0 for no effect and ±100 for the full control effect
#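 Read-out is FRET at 665 nm (cryptate excitation 337 nm) from a cryptate-tagged anti-cAMP antibody, competed by cell cAMP against cAMP-d2. Compounds are tested on freshly harvested TSHR cells challenged with 4nM TSH (EC80) for 2 hours at 37 deg C.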
# ASM inhibitor: inhibitors of human secretory acid sphingomyelinase. P17405. placental ASM, HMU-PC fluorogenic substrate, 60 min. Potency, µM (titrated, usually from 57.5 µM), for the others: at the highest dose activity change, negative = inhibition, hits mostly inhibitors. 0.006% of 340,000 active. AID 504937; note: potency is the fitted concentration of half-maximal effect
# Target sequence (P17405 47-631 limits assumed): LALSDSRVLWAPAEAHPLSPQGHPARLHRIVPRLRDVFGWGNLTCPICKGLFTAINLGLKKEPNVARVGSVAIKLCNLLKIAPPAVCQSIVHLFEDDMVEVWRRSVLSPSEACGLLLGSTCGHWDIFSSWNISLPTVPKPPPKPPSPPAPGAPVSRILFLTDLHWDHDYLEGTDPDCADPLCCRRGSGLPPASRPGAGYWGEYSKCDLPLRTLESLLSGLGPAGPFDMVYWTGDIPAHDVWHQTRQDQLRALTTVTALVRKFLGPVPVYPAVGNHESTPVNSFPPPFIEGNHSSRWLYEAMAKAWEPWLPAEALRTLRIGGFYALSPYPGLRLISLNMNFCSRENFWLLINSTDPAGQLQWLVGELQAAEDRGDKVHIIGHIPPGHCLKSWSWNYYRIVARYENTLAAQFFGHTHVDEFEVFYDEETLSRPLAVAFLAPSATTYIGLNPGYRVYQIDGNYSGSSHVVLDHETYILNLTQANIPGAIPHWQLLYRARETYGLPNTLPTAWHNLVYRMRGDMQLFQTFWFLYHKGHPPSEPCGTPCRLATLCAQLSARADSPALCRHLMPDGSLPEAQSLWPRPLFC
#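 HMU-PC0 cleavage (9 uM final) by human placental ASM, 60 min at 37 °C following 10 min compound exposure at RT; stopped at pH 10, fluorescence Ex 386/Em 447 nm.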
# Tb PFK inh: blocks T. brucei phosphofructokinase. Potency, µM (series often up to 57.5 µM), for the others: at the top dose activity, negative = inhibition, actives largely listed as inhibitors. T. brucei PFK, ADP-Glo luminescence. O15648. AID 485367. 0.17% of 330,000 active;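 note: potency is the fitted concentration of half-maximal effect; 0% = uninhibited 1x PFK enzyme wells and -100% = no-enzyme wells; nearly all actives have a fitted effect of over 60% in size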
#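 ADP-Glo luminescence quantified ADP after 45 min at room temperature, with 1.25 nM T. brucei PFK, 0.1 mM ATP and 0.5 mM fructose-6-phosphate in pH 8.0 TEA buffer. qHTS titrations up to 57 µM; curves classified by quality.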
# BCR signal inh: blocks chronic active B-cell receptor signaling; ABC-DLBCL IkBa-CBG/CBR reporter, luminescence ratio, 4 h; AID 493014; 0.05% of 340,000 active; Potency, µM (doses to about 46.1 µM), inactives show top-dose ratio change, negative = lower green/red ratio, most hits filed as inhibitors; active = well fitted inhibition curve with a large enough effect in the signal ratio, with a control signal flat, not every such curve was filed as active; inconclusive = small, poorly fitted or top-dose-only effect, or effect the other way, or a change in a side signal; the % refers to the signal ratio;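 note: potency is the fitted concentration of half-maximal effect; plate controls were basal doxycycline-induced cells for no effect and cells given 10 µM MG132 for full effect; MG132 reads +100%, hits lower the ratio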
#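 Compounds up to 46 uM were incubated four hours with TMD8 cells whose green CBG68 luciferase is fused to IkappaBalpha; red CBR luminescence normalised the signal, and concentration-effect curves were fitted to fusion, red and ratio data.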
# AT treatment: potential ataxia-telangiectasia treatments restoring KAP-1 phosphorylation; […] A-T fibroblasts, KAP-1 phosphorylation AlphaLISA; neocarzinostatin DNA damage 30 min before lysis; Potency, µM (top dose mostly 57.5 µM), for inactives: top-dose activation, actives largely listed as activators; 0.19% of 320,000 active; note: potency is the fitted concentration of half-maximal effect; % of control where 0% means no effect; nearly all actives have a fitted effect of over 45% in size
#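 ATM-like activity read as KAP-1 phosphorylation via AlphaLISA donor/acceptor antibody pairs after lysis and 6 hr at 25C. Cells were ATM-null patient fibroblasts ([…], hTERT), dosed 60 min, then exposed to the DSB inducer NCS for 30 min.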
# Mito fusion act: inhibitors of mitochondrial division or activators of mitochondrial fusion. AID 485298. S. cerevisiae fusion-defective mutant growth rescue, CellTiterGlo 48 h. Potency, µM (top dose mostly 46.1 µM), for the others: at the top dose growth rescue (activation), hits mostly activators. 0.23% of 320,000 active;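 note: potency is the fitted concentration of half-maximal effect; % of control where 0% means no effect; nearly all actives have a fitted effect of over 45% in size; temperature-sensitive fusion mutants such as fzo1-1 at 37 °C on non-fermentable ethanol glycerol medium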
#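 Read-out: ATP-based luminescence (CellTiterGlo, 10 min ambient) reporting growth of fusion-defective ts yeast after 48 hours at 37C on glycerol/ethanol YPEG medium in the presence of compound.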
# Integrin act MD: activators of alpha7 integrin expression for muscular dystrophy; alpha7betagal myoblasts, beta-gal FDG fluorescence, 48 h; Potency, µM (series often up to 38.3 µM), for inactives: at the highest dose activation, most hits filed as activators; 0.064% of 350,000 active;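 note: potency is the fitted concentration of half-maximal effect; 100% = response of the positive control SU9516; nearly all actives have a fitted effect of over 60% in size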
#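 alpha7betagal+/- myoblasts (passage 13, 250/well) treated 48 h at 37C with compounds at 1:260 dilution of DMSO stock. Lysed, then beta-galactosidase activity read as FDG fluorescence (ex 480/em 540) after 30 min, with pre-read for autofluorescence.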
# PTAP TSG101 blk: blocks PTAP/TSG101 interaction to inhibit HIV-1 budding | Q99816 | Fluorescence polarization, FITC-PTAP peptide / Tsg101 binding | Potency, µM (titrated, usually from 115 µM), for the others: top-dose activity change, negative = inhibition, hits mostly inhibitors | 340,000 tested, under 10 active; active = well fitted inhibition curve with a large enough effect in the main read-out, with a control signal flat, not every such curve was filed as active; inconclusive = small, poorly fitted or top-dose-only effect, or effect the other way, or a change in a side signal; inactive = no such curve, though single readings can be large or run the other way; note: potency is the fitted concentration of half-maximal effect; % of control where 0% means no effect
# Target sequence (Q99816 whole entry, looked up): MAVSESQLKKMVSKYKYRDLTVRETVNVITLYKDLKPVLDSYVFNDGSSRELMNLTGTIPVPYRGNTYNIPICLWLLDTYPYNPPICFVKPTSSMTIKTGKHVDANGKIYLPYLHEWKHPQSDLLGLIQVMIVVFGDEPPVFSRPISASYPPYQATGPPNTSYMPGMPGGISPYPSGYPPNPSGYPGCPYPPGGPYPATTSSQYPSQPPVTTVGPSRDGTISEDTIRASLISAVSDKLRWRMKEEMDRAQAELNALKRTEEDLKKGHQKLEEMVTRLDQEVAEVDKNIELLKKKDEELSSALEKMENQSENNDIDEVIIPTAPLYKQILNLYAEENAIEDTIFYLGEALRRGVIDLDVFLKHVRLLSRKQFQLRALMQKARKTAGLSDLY
#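 Fluorescence anisotropy tracks displacement of a FITC-tagged PTAP peptide (50 nM) from the Tsg101 binding domain (10 uM), following a 20 min room-temperature incubation at pH 7.5.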
# TCR activator: T cell receptor activation; primary human leukocytes, anti-CD3, IL-2 HTRF, 48 h; Potency, µM (titrated, usually from 9.22 µM), for the others: at the top dose activation of IL-2 secretion, usual class: activators; 330,000 tested, under 10 active; note: % of control where 0% means no effect
#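 48 hr co-incubation of compounds, a-CD3 beads and primary human leukocytes; IL-2 quantified homogeneously by HTRF with anti-IL-2 K and d2 conjugates.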
# Eya2 phos inh: blocks the phosphatase activity of human Eya2; Potency, µM (top dose mostly 76.9 µM), for inactives: at the top dose activity, negative = inhibition, actives largely listed as inhibitors; 0.006% of 330,000 active; O00167; recombinant Eya2, OMFP fluorescence dephosphorylation (OMFP is methylfluorescein phosphate); note: potency is the fitted concentration of half-maximal effect; % is set by controls: 0 for no effect and ±100 for the full control effect
#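 Eya2 protein (added as 0.2 uM solution) was preincubated with compound for 10 min at ambient temperature in 50 mM HEPES pH 7.5, 50 mM NaCl, 5 uM MgCl2, 0.05% BSA, 1 mM DTT. OMFP (added at 50 uM) then reacted 10 min; fluorescence read at 485/525 nm.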
# ELG1 DNA repair: ELG1-dependent DNA repair inhibition; HEK293T ELG1-luciferase reporter, luminescence, 16 h; DNA damage induced by 5-fluorouridine; AID 504467; 2.3% of 330,000 active; Potency, µM (doses to about 46.1 µM), for the others: top-dose activity change, negative = inhibition, actives largely listed as inhibitors; note: potency is the fitted concentration of half-maximal effect; % is set by controls: 0 for no effect and ±100 for the full control effect; nearly all actives have a fitted effect of over 55% in size
#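 Step one: seed 2,000 cells per well. Step two: pin-transfer compound or DMSO alongside 5-fluorouridine. Step three: incubate 16 hr, 37 °C, 5% CO2. Step four: add ONE-Glo, wait 30 min, read luminescence.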
# * hit, by the source's call; ? = inconclusive; . = no result given; [ ] = remark or other dose. Unless noted, calls come from the whole dose curve; as a rule, active = well fitted curve in the direction sought with a large enough effect; inconclusive = small, poorly fitted or top-dose-only effect, or another doubt; inactive = no such curve, though single readings can be large; an effect the other way counts as inactive or inconclusive.
SMILES	TSHR antag	Integrin act MD	Tb PFK inh	BCR signal inh	ELG1 DNA repair	PTAP TSG101 blk	ASM inhibitor	Mito fusion act	TCR activator	AT treatment	Eya2 phos inh
CCc1ccc(-c2cc(C)no2)cc1S(=O)(=O)N1CCN(c2ccccc2)CC1	-35	-6%	0%	1%	-25%	-3%	-8%	4%	-4%	9%	3%
CCOC(=O)C1CCCN(C(=O)c2ccc(Cl)c(S(=O)(=O)N3CCCCC3)c2)C1 (configuration not stated)	19	-31%	2%	-7%	?	-5%	0%	4%	-4%	6%	-12%
CC(C)Oc1ccc(S(=O)(=O)N2CCOCC2)cc1NC(=O)Cc1cccs1	8	6%	0%	3%	-12%	-2%	-2%	2%	2%	-7%	11%
Cc1ccc2[nH]c(C)c(CCN(Cc3cccnc3)C(=S)NC(C)(C)C)c2c1	-4	0%	12%	1%	-2%	0%	-3%	-8%	0%	-20%	-15%
O=C(Nc1ccccc1)c1sccc1Oc1ccc([N+](=O)[O-])cc1F	-5	8%	-2%	5%	?	-3%	-6%	2%	-7%	-3%	9%
COc1ccc(S(=O)(=O)N2CCOC2CNC(=O)C(=O)NCCN2CCOCC2)cc1C (configuration not stated)	-15	3%	1%	1%	11%	.	-2%	-3%	-2%	1%	2%
Cc1cccc(NC(=O)CCN2CCN(C/C=C/c3ccccc3)CC2)c1	22	-20%	0%	3%	?	0%	7%	-3%	-1%	-12%	0%
Cc1sc2nc(CN3CCCCC3)nc(Nc3ccc4c(c3)OCCO4)c2c1C	1	12%	-7%	-6%	1%	0%	7%	-11%	-1%	-3%	-3%
Cc1cc(Nc2ccccc2)nn1C(=O)c1ccc(Cl)cc1	0	0%	3%	?	?	7%	-3%	9%	8%	9%	18%
COc1ccc(-c2ccoc2)cc1[C@H]1[C@H]2C=CC[C@@H](C)[C@@H]2C(=O)N1Cc1ccccc1	-10	-21%	-5%	?	-27%	-7%	-3%	-60%[inhibitor]	-24%	13%	-16%
CC(C(=O)NCCCn1ccnc1)(c1ccccc1)c1ccccc1	4	-3%	4%	-1%	?	0%	3%	-2%	4%	2%	3%
N#CC1=C(SCC(=O)NC2CCCCC2)NC(=O)CC1c1ccco1 (configuration not stated)	5	11%	1%	?	-14%	2%	1%	0%	4%	-6%	16%
CN(Cc1ccccc1)S(=O)(=O)c1ccc(OCC(=O)N2CCC(C(N)=O)CC2)cc1	6	-13%	1%	0%	21%	-2%	-3%	-3%	-4%	7%	-6%
CC(C)NS(=O)(=O)c1ccc(NC(=S)NC(=O)c2cccc([N+](=O)[O-])c2)cc1	37	21%	0%	?	0%	4%	-2%	-4%	1%[46.1 µM]	5%	3%
CN(C(=O)CSc1nnc(-c2n[nH]c3ccccc23)o1)c1ccccc1	1	3%	-10%	?	?	-1%	-15%	-7%	3%[46.1 µM]	0%	-8%
CN(C)c1ccc(C2NCC(CCl)O2)cc1 (configuration not stated)	8	19%	1%	-6%	5%	-6%	10%	-3%	1%	6%	-3%
CCOc1ccc2oc(C(=O)N(C)CCc3ccc(OC)c(OC)c3)c(C)c2c1	-5	-14%	-11%	?	18µM*	0%	-1%	8%	0%	2%	24%
COc1cccc2sc3ccc(C#CC4(O)CCCCC4)cc3c(=O)c12	11	-5%	1%	?	?	-4%	232%[activator]	-11%	5%	-3%	-11%
CCN(CC)S(=O)(=O)c1ccc(Nc2nc3ccccc3n3nnnc23)cc1	-14	15%	1%	.	?	0%	2%	-8%	-4%	18%	13%
CCOC(=O)Nc1ccc2c(COC(=O)CNS(=O)(=O)c3cccc(Br)c3)cc(=O)oc2c1	-10	19%	-1%	3%	?	-1%	23%	-4%	-6%[46.1 µM]	6%	-2%
COC(=O)C1=CN(C)C=C(C(=O)OC)C1c1ccccc1Cl	-8	15%	-12%	?	0%	-8%	.	9%	4%[46.1 µM]	17%	-6%
CCCC1(CCC)NC(=O)N(CC(=O)Nc2ccc3c(c2)OCCO3)C1=O	-3	-21%	15%	-4%	-6%	-3%	4%	.	2%	6%	4%
O=C(c1ccc(N2C(=O)CCC2=O)cc1)N1CCN(c2ccccc2)CC1	-4	-9%	7%	1%	8%	-3%	-1%	-2%	19%	-1%	-3%
CC(=O)N1N=C(c2ccccc2)OC12CCCC2	26	0%	2%	10%	9%	-4%	4%	5%	-4%	1%	3%
Cc1ccc(NC(=O)CC2C(=O)N(Cc3ccccc3)C(=S)N2NC(=O)c2ccccc2)c(C)c1 (configuration not stated)	-27	13%	0%	1%	-18%	-9%	-6%	-1%	10%	3%	0%
Cc1ccccc1NC(=O)CC1SCCNC1=O (configuration not stated)	2	20%	-5%	3%	7%	-1%	-1%	9%	3%	0%	-4%
Cc1ccc(NC(=O)NC2CCCCCCC2)c(C)c1	-8	-28%	0%	2%	3%	-1%	1%	-2%	-2%	8%	-5%
CCN(Cc1ccccc1)S(=O)(=O)c1ccc(OC)cc1	-9	-27%	1%	?	?	2%	3%	-3%	-5%	9%	-2%
CC(CCc1ccccc1)NC(=O)CNc1cccc([N+](=O)[O-])c1 (configuration not stated)	-5	-8%	-14%	-1%	-17%	-2%	-3%	2%	-7%	-5%	?
CC(C)C(=O)Nc1ccc(NC(=O)c2cccc3c(Br)cccc23)cc1	-1	-31%	-2%	0%	12%	0%	-3%	0%	5%	-8%	?
c1ccc2c(c1)CNc1ccccc1C2	-2	-36%	-1%	?	20%	-3%	9%	-4%	3%	8%	-25%
COc1ccc(OC)c(C2=NS(=O)(=O)N(C)C(C(=O)NCc3ccco3)=C2)c1	-1	27%	0%	-12%	1%	-3%	0%	5%	-5%	-1%	9%
COc1ccccc1/C=C/C(=O)Nc1ccc2c(c1)CCC2	5	-21%	10%	?	?	0%	0%	?	7%[46.1 µM]	-1%	-11%
Cc1c(C#N)c(O)n(CCO)c(=O)c1N=Nc1ccccc1	4	24%	0%	-1%	?	-11%	-1%	-5%	-1%	-14%	2%
CNC(=O)N(O)C1N(/N=C/c2c(F)cccc2Cl)C(=S)SC1(C)C (configuration not stated)	2	5%	-2%	1%	13%	-3%	-2%	-7%	1%	-13%	-2%
Cc1ccc(NC(=O)N2CCC(c3nc4c(nnn4Cc4cccc(Cl)c4)c(=O)[nH]3)CC2)cc1	-8	-15%[7.66 µM]	3%	?	-21%	-1%	?	-11%	.	-6%	-17%
COc1ccc(CN(Cc2ccc(C(=O)O)cc2)C(=S)Nc2ccccc2Cl)cc1OC	-6	-22%	-6%	?	?	-2%	7%	-5%	-6%	8%	9%
CCOC(=O)Cc1csc(NC(=O)CSc2nnc(-c3cccnc3)n2Cc2ccco2)n1	14	-5%	-2%	-1%	-18%	1%	-3%	1%	2%[46.1 µM]	.	1%
Cc1ccc(C(=O)NCc2ccncc2)cc1S(=O)(=O)Nc1cccc(C)c1C	-2	-42%	-1%	6%	11%	-1%	-1%	-1%	4%	21%	3%
Cc1cccc(C)c1NC(=O)C1c2cccc[n+]2CC(=O)N1Cc1cccs1 (configuration not stated)	1	-14%	1%	-19%	?	0%	1%	5%	-4%	3%	5%
Oc1oc(-c2ccccc2)nc1C=NCc1ccncc1	-1	-12%	-4%	12%	10%	-2%	-1%	-4%	3%[46.1 µM]	-1%	2%
COc1ccc(N2CCN(CCC3Oc4cc([N+](=O)[O-])ccc4NC3=O)CC2)cc1 (configuration not stated)	2	8.9µM*	-7%	9%	?	2%	?	-1%	-1%	-5%	0%
COc1cc(/C=C/c2ccc3cccc(O)c3n2)c(Br)cc1O	-2	.	-4%	?	?	.	.	?	.	31%	-27%
Oc1ccccc1-c1nc(NCc2ccco2)c2ccccc2n1	-3	-12%	-5%	?	-17%	-10%	-20%	4%	-7%	-2%	3%
